DAX1 inh-1: inhibits human nuclear receptor DAX1; inhibition, % at 6.75 µM; P51843; HEK293 Gal4-DAX1 luciferase reporter, luminescence; AID 504766; 340,000 compounds, 0.99% hits;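 active means inhibition above the mean over all tested compounds plus 3 SD, cut at about 4.2% in these data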;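 further: 0% = DAX1-transfected cells with DMSO and 100% = empty-vector control cells with DMSO; inhibition shows as a rise in luminescence from relieved DAX1 repression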
PLC-gamma1 inh: inhibitors of human phospholipase C gamma1; 370,000 compounds, 0.84% hits; P19174; inhibition, % at 12.2 µM; AID 720700; purified PLC-gamma1, fluorogenic substrate, fluorescence; in the data active means inhibition above about 9.5%
Target sequence (P19174 whole entry, looked up): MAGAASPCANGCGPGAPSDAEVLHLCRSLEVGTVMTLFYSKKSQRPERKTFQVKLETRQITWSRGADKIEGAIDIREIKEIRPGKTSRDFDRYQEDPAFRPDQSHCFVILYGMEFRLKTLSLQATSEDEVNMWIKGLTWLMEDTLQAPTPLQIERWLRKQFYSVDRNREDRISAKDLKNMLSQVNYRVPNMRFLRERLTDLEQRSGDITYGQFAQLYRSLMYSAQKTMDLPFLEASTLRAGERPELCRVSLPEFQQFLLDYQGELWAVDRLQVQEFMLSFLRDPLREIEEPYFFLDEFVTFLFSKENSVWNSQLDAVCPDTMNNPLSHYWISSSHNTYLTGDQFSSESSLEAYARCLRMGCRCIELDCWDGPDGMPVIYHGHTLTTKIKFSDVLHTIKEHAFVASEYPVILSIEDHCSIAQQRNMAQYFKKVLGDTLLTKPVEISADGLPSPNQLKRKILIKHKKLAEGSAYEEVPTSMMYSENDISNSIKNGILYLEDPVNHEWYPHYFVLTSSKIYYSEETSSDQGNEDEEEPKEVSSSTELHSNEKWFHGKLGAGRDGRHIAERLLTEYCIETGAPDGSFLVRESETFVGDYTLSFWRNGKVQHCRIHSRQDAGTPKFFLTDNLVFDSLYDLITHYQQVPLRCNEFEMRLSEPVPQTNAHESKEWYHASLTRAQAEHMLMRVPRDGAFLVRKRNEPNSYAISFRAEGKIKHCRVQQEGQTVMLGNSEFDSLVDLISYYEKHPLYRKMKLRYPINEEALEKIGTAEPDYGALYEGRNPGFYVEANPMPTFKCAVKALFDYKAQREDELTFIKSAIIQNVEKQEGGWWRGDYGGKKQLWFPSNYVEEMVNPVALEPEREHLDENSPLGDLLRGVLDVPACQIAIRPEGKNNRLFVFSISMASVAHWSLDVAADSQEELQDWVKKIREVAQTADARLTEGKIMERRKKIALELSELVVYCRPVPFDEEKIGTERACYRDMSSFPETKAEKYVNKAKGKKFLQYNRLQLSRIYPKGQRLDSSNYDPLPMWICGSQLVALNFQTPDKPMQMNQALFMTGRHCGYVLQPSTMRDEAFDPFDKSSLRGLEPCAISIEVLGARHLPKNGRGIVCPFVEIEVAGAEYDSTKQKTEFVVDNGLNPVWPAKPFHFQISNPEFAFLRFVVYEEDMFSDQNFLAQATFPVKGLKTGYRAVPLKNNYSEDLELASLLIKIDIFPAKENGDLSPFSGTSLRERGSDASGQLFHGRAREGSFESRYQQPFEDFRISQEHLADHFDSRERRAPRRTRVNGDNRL
ADAM17 inh: inhibitors of human ADAM17 | P78536 | 370,000 compounds, 0.83% hits | inhibition, % at 6.95 µM | recombinant ADAM17, EDANS/DABCYL FRET peptide cleavage;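 active means inhibition above the mean of compounds lying between control limits plus 3 SD, set per campaign, cut at about 8.5% in these data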;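 further: 0% = DMSO-only wells as the low control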
hgDAF-12 ag: activates the H. glycines DAF-12 receptor ligand-binding domain; HEK293 GAL4-hgDAF12 UAS-luciferase reporter, agonist luminescence; normalized to butyrate control; activation, % at 6.8 µM; 370,000 compounds, 1.8% hits; AID 687014;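 active means activation above a cutoff set at the mean of all screened compounds plus 3 SD, cut at about 10% in these data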;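 further: 0% = DMSO wells and 100% = sodium butyrate wells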
NR1D1 modulator: modulates human Rev-erb alpha binding to DNA. 370,000 compounds, 0.79% hits. Rev-erbα–FITC-DNA binding, fluorescence polarization, 90 min. P20393. activity, % at 10 µM;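 active means activity above about 14%, limit read from the data; passing the limit was not always enough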;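 further: 0% = DMSO wells with 35 nM protein and 100% = DMSO wells with 750 nM protein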
DAX1 inh-2: blocks DAX1 repression of SF-1 activated StAR promoter. HEK293T StAR-luciferase reporter, SF-1/DAX-1 repression relief. inhibition, % at 6.8 µM. 370,000 compounds, 1.1% hits. AID 652010;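 active means inhibition above the mean over all tested compounds plus 3 SD, cut at about 3.6% in these data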;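 further: 0% = DAX-1 cells with DMSO and 100% = cells lacking DAX-1 with DMSO; higher inhibition means more luminescence from relief of DAX-1 repression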
ssDAF12 agonist: activates DAF-12 receptor from parasite S. stercoralis. activation, % at 6.8 µM. HEK293 ssDAF-12/GRIP1 lit1-tk-luc reporter, luminescence; % of 3 µM dafachronic acid response. 370,000 compounds, 1% hits;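 active means activation above the mean over all tested compounds plus 3 SD, cut at about 0.9% in these data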;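 further: 0% = DMSO-only wells and 100% = 3 µM delta7-dafachronic acid wells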
SMARCA2 activ: activators of SMARCA2 function; MG213 cells, MMTV-luciferase reporter, dexamethasone, overnight; activation, % at 9.1 µM; 370,000 compounds, 1% hits; in the data active means activation above about 7.8%;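 further: 0% = vehicle wells and 100% = reference activator wells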
PLCb3 inh: PLC-beta3 (human) inhibition, primary screen; AID 720704; 370,000 compounds, 0.18% hits; Q01970; inhibition, % at 12.2 µM; Purified PLC-beta3, fluorogenic substrate, fluorescence; in the data active means inhibition above about 11%;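 further: 0% = median of compound wells on plate and 100% = full blocker control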
MBD2 DNA inh: MBD2-methylated oligo binding inhibition; TR-FRET, MBD2 binding to methylated oligonucleotide; AID 686964; 370,000 compounds, 0.31% hits; inhibition, % at 4.4 µM; Q9UBB5; in the data active means inhibition above about 13%
hcDAF-12 act: activators of H. contortus DAF-12 nuclear receptor; HEK293 hcDAF-12 lit1-tk-luc reporter, luminescence; 0% DMSO, 100% Δ7-dafachronic acid; activation, % at 6.8 µM; 370,000 compounds, 1.4% hits;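 active means activation above the mean of all tested compounds plus 3 SD, cut at about 5.5% in these data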;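 further: 100% = response to 3 µM Δ7-dafachronic acid high control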
The depositor's hits bear a star; · = no result given.

SMILES	DAX1 inh-1	PLC-gamma1 inh	ADAM17 inh	hgDAF-12 ag	NR1D1 modulator	DAX1 inh-2	ssDAF12 agonist	SMARCA2 activ	PLCb3 inh	MBD2 DNA inh	hcDAF-12 act
CC(=O)NCCn1c(SCc2ccc(C)cc2C)nc2ccccc2c1=O	-1.9	3	0	-2.4	0	-1.4	-2.4	3	0	-1	-2.0
CC(C)OC(=O)N(C)C[C@@H]1OCc2cn(nn2)CCCC(=O)N([C@@H](C)CO)C[C@H]1C	0.1	8	2	-0.9	2	-0.1	-0.7	-2	5	-4	3.5
CCOC(=O)C1CCCN(S(=O)(=O)CCNC(=O)c2ccc3c(c2)OCO3)C1 (stereo not given)	-1.1	0	-12	1.0	-3	0.7	-0.2	-1	-13	3	1.1
CC(C)(C)OC(=O)N[C@@H](COCc1ccccc1)C(=O)N[C@@H](CO)[C@H](O)[C@@H]1C[C@@H]1C(=O)N1CCCC1	0.9	0	-2	-1.4	5	0.5	-1.4	1	-1	4	-1.4
COc1cc(/C=C(/C#N)c2nc(-c3cc4ccccc4oc3=O)cs2)cc([N+](=O)[O-])c1O	·	1	-2	-1.7	-25	-0.1	-1.4	7	-4	-3	-0.8
O=C(Cn1nnc(-c2ccccc2)n1)N1CCN(S(=O)(=O)c2ccc(Cl)cc2)CC1	-1.0	4	-7	2.6	7	0.8	-1.0	1	0	9	0.5
CC(C)CN(C(=O)COC(=O)C1=COCCO1)c1c(N)n(Cc2ccccc2)c(=O)[nH]c1=O	-0.8	3	1	1.8	-1	-0.1	-1.8	-3	-9	4	1.2
O=C(NCc1ccncc1)c1cc2ccccc2nc1Cl	2.1	-1	-3	1.1	-4	-0.2	-1.0	4	-7	0	-0.7
Cc1ccc(S(=O)(=O)N(CC(=O)N2CCC(C(N)=O)CC2)c2cccc(C(F)(F)F)c2)cc1	0.9	-1	-4	-1.6	0	-0.2	-1.6	-1	3	-3	-0.7
Cc1ccc(S(=O)(=O)c2cc3c(=O)n4ccccc4nc3n(C3CCCC3)c2=N)cc1	-1.9	-10	-15	0.5	8	0.3	0.5	0	-16	-2	0.4
O=C(NCc1cccnc1)C1c2ccccc2C(=O)N1C1CCCCCCC1 (stereo not given)	0.3	0	-3	0.6	0	-0.4	-1.6	2	-2	2	0.6
Cc1cc(C(=O)O)c(CSc2ncn[nH]2)o1	0.6	0	-3	-1.4	-3	0.3	-1.4	-2	-1	-4	-1.2
Cc1cc(C)nc(SCNC(=O)c2ccccc2)n1	0.5	3	-5	0.1	0	0.2	-1.4	-3	-1	1	-1.2
COc1ccc(C(=O)N(Cc2ccco2)C(C(=O)NC2CCCC2)c2ccc(O)cc2)cc1OC (stereo not given)	-1.7	4	-3	-4.7	1	-1.5	-1.5	-4	0	-3	-2.0
O=C(NNC(=O)c1ccc(Br)o1)c1ccc(NS(=O)(=O)c2cccs2)cc1	0.4	-4	-4	-1.2	1	1.9	-1.2	-3	-10	5	-1.4

3 compounds from above, arranged by molar mass, rising:
SMILES	DAX1 inh-1	PLC-gamma1 inh	ADAM17 inh	hgDAF-12 ag	NR1D1 modulator	DAX1 inh-2	ssDAF12 agonist	SMARCA2 activ	PLCb3 inh	MBD2 DNA inh	hcDAF-12 act
CC(=O)NCCn1c(SCc2ccc(C)cc2C)nc2ccccc2c1=O	-1.9	3	0	-2.4	0	-1.4	-2.4	3	0	-1	-2.0
CCOC(=O)C1CCCN(S(=O)(=O)CCNC(=O)c2ccc3c(c2)OCO3)C1 (stereo not given)	-1.1	0	-12	1.0	-3	0.7	-0.2	-1	-13	3	1.1
CC(C)OC(=O)N(C)C[C@@H]1OCc2cn(nn2)CCCC(=O)N([C@@H](C)CO)C[C@H]1C	0.1	8	2	-0.9	2	-0.1	-0.7	-2	5	-4	3.5

The results go on:
SMILES	DAX1 inh-1	PLC-gamma1 inh	ADAM17 inh	hgDAF-12 ag	NR1D1 modulator	DAX1 inh-2	ssDAF12 agonist	SMARCA2 activ	PLCb3 inh	MBD2 DNA inh	hcDAF-12 act
COc1ccc(CN(CCCN2CCOCC2)C(=O)Nc2cccc(Cl)c2)cc1OC	1.0	0	-5	1.2	-6	0.1	-1.3	0	0	0	-1.1
O=C(Nc1ccc(NC(=O)C23CC4CC(CC(C4)C2)C3)cn1)c1ccco1	3.3	5	-3	11*	3	1.4	0.8	3	0	2	3.2
O=CN1Cc2[nH]c3ccccc3c2N(c2ccc(Cl)cc2)C1=O	-0.6	-13	-5	2.5	0	0.5	1.1*	-1	-18	-3	7.0*
Cc1cc(C)n(CCCNC(=O)CCNS(=O)(=O)c2ccccc2C(F)(F)F)n1	1.2	-3	1	-2.6	-7	-0.1	-1.3	1	-4	-1	1.3
COc1ccc(NC(=S)Nc2cnc3ccccc3c2)c(OC)c1	0.6	-18	-26	-0.1	-2	0.7	-0.6	-2	-37	-3	1.5
CC(C(=O)Nc1ccc(C(F)(F)F)cc1)N(C)CC(=O)N1CCN(Cc2ccccc2)CC1 (stereo not given)	-2.6	6	0	-1.7	-9	-1.2	-0.8	-3	3	4	-2.3
N#Cc1cccc(C#N)c1Oc1ccc(S(=O)(=O)Nc2ccccc2)cc1	·	1	2	-2.3	2	-0.3	-1.1	-3	0	-1	0.1
N#CCCCSc1nnc(Cc2ccc3c(c2)OCO3)o1	0.7	2	1	0.4	5	-0.6	-1.3	5	0	-1	-1.1
Cc1cc(NC(=O)CSc2nnc3c4c(C)c(C)sc4ncn23)no1	0.2	-6	4	2.5	15	0.6	-2.1	-5	12*	-8	0.5
O=C(NC(=S)N1CCN(c2ccc(F)cc2)CC1)c1cccs1	-0.5	-5	-6	1.7	-1	-0.3	-1.0	0	-4	3	0.0
Cc1nn(Cc2ccc(Cl)cc2)c(C)c1NC(=O)C1CC=CCC1C(=O)O (stereo not given)	0.8	0	-6	0.1	-3	-0.3	-0.7	0	-2	0	0.4
O=C(c1cc(-c2ccc(Br)cc2)on1)N1CCOCC1	-0.5	4	-1	13*	-5	2.9	0.4	7	-3	-1	7.2*
CCOc1ccc(CCN2C(=S)N([C@@H](CC(C)C)CN3CCC[C@@H]3CN3C(=S)NC[C@@H]3Cc3ccccc3)C[C@@H]2Cc2ccc(O)cc2)cc1	·	0	-1	3.7	-1	0.1	-0.7	-1	1	-3	1.2
Cc1ccc2[nH]c(C)c(CCNC(=O)NC3CCCCC3)c2c1	-1.0	-5	-4	-1.5	1	-1.0	-1.7	0	-7	4	-2.0
N#CC1=C(N)C(C#N)(C#N)C2(C(=O)Nc3ccccc32)C2CCCC=C12 (stereo not given)	-1.6	-45	-9	-1.5	-7	1.1	-0.1	-2	-64	-3	6.8*
CCOC(=O)N(C)c1c(CC)nc2c(OCc3ccc(Cl)cc3Cl)cccn12	·	-4	0	-6.9	7	-3.0	-1.6	-5	-13	6	-2.2
COc1ccc(NC(=O)CCCNC(=O)c2ccc(Cl)cc2)cc1S(=O)(=O)N1CCOCC1	0.2	4	0	-1.9	-4	-0.1	-0.9	-1	-6	1	0.0
O=C(NC1(C(F)(F)F)C(=O)Nc2c1c(=O)[nH]c(=O)n2Cc1ccccc1)c1ccc(Cl)cc1Cl (stereo not given)	0.1	-4	-6	-1.2	0	0.0	-0.2	-3	-2	-5	1.2
CC[C@@]12C(=O)N(c3cccc(F)c3)C(=O)N1[C@H](c1ccc(Br)cc1)[C@@H]1C(=O)N(C(C)(C)C)C(=O)[C@@H]12	-1.1	4	7	-0.2	2	0.2	-1.2	0	6	2	-0.4
CCOC(=O)c1sc(/N=C/N(C)C)nc1C	0.7	3	-1	2.4	-2	-0.3	-0.8	1	3	-5	1.4
CC1=C(C(=O)O)N2C(=O)C(NC(=O)c3c(F)cccc3F)C2SC1 (stereo not given)	0.2	-26	3	-0.5	-3	2.1	-1.1	-1	-2	-4	1.4
Cn1c2c(c3ccccc31)CCN(CCCCN1CCN(c3ccccc3)CC1)C2=O	0.5	-2	-12	-1.8	-2	-0.4	-1.1	-3	-7	-4	-1.1
CCc1nccn1S(=O)(=O)c1cc(Br)ccc1OC	-0.9	-2	-4	-0.3	3	-0.4	-0.8	2	-1	-3	-0.3
CCN1C(=O)[C@H]2[C@H]3CN=C(SCC4CC4)N3[C@@](Cc3ccccc3)(C(=O)OC)[C@H]2C1=O	-0.5	3	-5	0.4	1	-1.2	-0.6	-5	4	-4	0.9
c1ccc(COc2ccc(OCCCNC3CCCC3)cc2)cc1	0.7	9	-4	2.2	-7	0.4	-0.7	-2	-2	9	4.1
NC(=O)C1CCN(Cc2ccc(OCc3ccccc3)cc2)CC1	3.1	-2	-2	5.5	-1	1.1	0.8	0	-6	4	3.4
COc1ccc(-n2nc(C(=O)Nc3nc4ccc(OC)cc4s3)c3ccccc3c2=O)cc1	-0.2	-2	-5	2.6	-7	0.3	-1.7	-4	-1	5	0.8
COc1ccc(-c2cc(=O)oc3cc(OCC(=O)Nc4ccc(CCO)cc4)ccc23)cc1	-0.5	-5	-4	-1.8	-20	-0.8	-1.4	-2	-15	-1	-2.8
O=C(Cn1nc(Cc2cccnc2)c2ccccc2c1=O)Nc1ccccc1F	1.0	-1	-10	-1.7	1	0.4	0.0	-2	-9	3	0.3
CSc1ncccc1C(=O)OCc1ccccc1F	0.5	6	-4	6.2	2	0.3	-0.8	5	-3	8	-0.7
COc1ccc(-c2coc3cc(OC)ccc3c2=O)cc1	4.0	-6	1	19*	10	5.8*	-0.3	6	-6	-2	5.2
Cc1[nH]nc(-c2ccc(O)cc2O)c1Oc1ccccc1	-1.0	1	5	-3.6	·	-1.1	-1.4	-4	1	0	-0.6
Cc1cccc(NC(=O)Cn2cnc3c(oc4ccccc43)c2=O)c1C	0.2	2	-1	1.1	10	-0.7	-0.9	4	6	1	0.7
Brc1ccc(OCc2nc(-c3ccccn3)n[nH]2)cc1	0.0	0	1	3.4	2	-0.2	-1.0	3	-1	-2	-1.1
CCOC(=O)CC1C(=O)NCCN1S(=O)(=O)c1ccc(Br)cc1 (stereo not given)	0.1	2	-1	-1.0	-3	0.2	-0.9	0	-1	0	-0.3
O=C(Cc1ccc([N+](=O)[O-])cc1)NC1CCCCCC1	1.2	-3	-4	1.0	4	0.8	-0.7	-3	-10	3	1.5
CCOC(=O)c1sc(NC(=O)COC(=O)c2ccco2)nc1C	0.4	1	-5	0.9	-8	-0.5	-1.1	1	-1	2	-1.4
CCOc1ccc(NC(=O)NNC(=O)c2cccnc2)cc1	0.2	3	-4	-1.2	-1	0.5	-0.9	-3	-3	-4	-0.3
O=P(C1=C(N2CCOCC2)/C(=C\c2ccccc2)CC1)(N1CCOCC1)N1CCOCC1	0.5	-8	-6	-0.3	0	-0.8	-1.7	2	-14	-1	6.5*
Cc1onc(-c2c(Cl)cccc2Cl)c1-c1nnc(-c2ccc(Cl)cc2)o1	-1.3	2	0	-2.1	1	-0.3	-2.2	-2	-8	2	-2.3
Cn1c(=O)c2c(nc(N3CCOCC3)n2C)n(C)c1=O	0.7	0	-4	0.9	3	-0.4	-1.3	0	-1	-3	-0.7
Cc1ccc(NS(=O)(=O)c2ccc3c(c2)NC(=O)CCS3)cc1F	0.3	-2	-2	-2.1	-3	-0.5	-0.4	-2	-5	-2	0.7
COc1ccc(N=C2Sc3ccccc3[C@@H]3C[C@H]4[C@H](CON4C)CN23)c(OC)c1	·	3	0	0.2	-3	1.6	-0.8	2	4	-3	-1.9
CCCn1c(OC)nc2c1c(=O)n(C)c(=O)n2C	1.9	-2	2	1.1	-8	-0.4	-1.5	-2	4	-1	-1.0

High-throughput results from PubChem BioAssay.
